RAD54 inh: inhibitors of human RAD54 branch migration, primary screen, biochemical, fluorescence, single point | DNA repair and recombination protein RAD54-like (Homo sapiens), Q92698 | RAD54 Holliday junction branch migration, FAM/BHQ fluorescence | inhibition, % at 10.4 µM | 360,000 compounds, 0.14% hits;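 active means mean normalized replicate activity at least 40 and at least half of replicates scoring 40 or more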;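 further: 0% = median of neutral control wells and 100% = median of positive control wells; inhibitors cause a drop in the FAM fluorescence signal; in these data hits start at about 50%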
E-sel inducer: E-selectin induction in HUVECs, primary screen, imaging, HUVEC, immunofluorescence imaging, single point | P16581 | normalized: neutral wells 0, TNF-alpha wells 100 | activation, % at 7.58 µM | 260,000 compounds, 0.37% hits;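 active means mean E-selectin-positive cell signal at least 10% of the positive control, reached in at least 60% of replicates, without over 20% cell loss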;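 further: in these data hits start at about 27%; measured in HUVEC primary endothelial cells; signal is the percent of cells scored E-selectin positive by PE staining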
Target sequence (P16581 whole entry, looked up): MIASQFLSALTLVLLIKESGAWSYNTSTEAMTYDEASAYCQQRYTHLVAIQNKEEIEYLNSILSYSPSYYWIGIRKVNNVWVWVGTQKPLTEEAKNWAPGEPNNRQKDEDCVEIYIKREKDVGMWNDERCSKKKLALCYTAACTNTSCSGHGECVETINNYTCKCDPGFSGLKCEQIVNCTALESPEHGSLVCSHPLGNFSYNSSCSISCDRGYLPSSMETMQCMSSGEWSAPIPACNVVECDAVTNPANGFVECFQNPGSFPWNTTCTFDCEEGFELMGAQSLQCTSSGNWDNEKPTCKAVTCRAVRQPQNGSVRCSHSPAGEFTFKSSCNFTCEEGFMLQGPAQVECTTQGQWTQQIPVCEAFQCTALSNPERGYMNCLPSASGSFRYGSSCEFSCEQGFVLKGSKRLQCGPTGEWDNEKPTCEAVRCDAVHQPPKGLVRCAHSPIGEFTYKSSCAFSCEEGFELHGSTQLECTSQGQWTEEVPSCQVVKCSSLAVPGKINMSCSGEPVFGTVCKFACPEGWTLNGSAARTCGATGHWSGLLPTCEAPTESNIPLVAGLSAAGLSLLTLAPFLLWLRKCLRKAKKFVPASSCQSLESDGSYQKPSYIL
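Test system: HUVEC | Signal: Immunofluorescence imaging | Read-out: Percent E-selectin-positive cells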
ERp5 block: inhibitors of ERp5-driven insulin aggregation, primary screen, biochemical, turbidity, absorbance 650 nm, single point; Protein disulfide-isomerase A6 (Homo sapiens), Q15084; 90 min; inhibition, % at 9.99 µM; 350,000 compounds, 0.05% hits; AID 651711, 2012;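 active means mean replicate inhibition above about 25%, with every replicate also reaching it, limit read from the data, passing the limit was not always enough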
RAD52 anneal inh: RAD52 DNA annealing inhibitors, primary screen, biochemical, FRET, single point, set 2. DNA repair protein RAD52 homolog (Homo sapiens), P43351. recombinant RAD52 DNA annealing, FRET fluorescence. inhibition, % at 18.7 µM. 360,000 compounds, 0.46% hits. AID 651710, 2012;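 active means every replicate showing at least 50% inhibition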
S100A4 inh HTS: inhibitors of S100A4-myosin IIA peptide binding, primary screen, biochemical, fluorescence polarization, TAMRA-MyoIIA peptide; inhibition, % at 10.7 µM; 360,000 compounds, 0.14% hits;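 active means mean inhibition of at least 70% across replicates, with every replicate also reaching that level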
Target sequence (P26447 whole entry, looked up): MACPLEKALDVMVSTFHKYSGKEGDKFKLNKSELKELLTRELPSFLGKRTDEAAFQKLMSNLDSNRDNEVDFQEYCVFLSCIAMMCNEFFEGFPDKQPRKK
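Material: S100A4 monomer (human). Medium: Calcium-containing HEPES buffer, pH 7.2. Probe or stimulus: labelled myosin peptide probe, 5 nM. Compound dosing: one concentration per compound. Timing: polarization read 5 min after assay mix addition, stable 5–60 min. Benchmarks: DMSO as neutral control, TFP as positive control.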
esBAF inh: Bmi1 luciferase reporter increase in mESCs, primary screen, esBAF inhibitor project, mouse ES cells, Bmi1 luciferase knock-in, single point; 24 h; 100% = twice the neutral-well signal; AID 602393, 2012; reporter increase, % at 12.5 µM; 350,000 compounds, 2% hits; in the data active means activation above about 40%;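 further: 0% = median of the plate's neutral control wells and 100% = double that signal; a rise in the Bmi1 reporter signal indicates esBAF inhibition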
ERAP1 HTS inh: human ERAP1 aminopeptidase inhibitors, primary screen, biochemical, single point, plate reader. Endoplasmic reticulum aminopeptidase 1 (Homo sapiens), Q9NZ08. recombinant ERAP1, Leu-AMC fluorescence, 60 min. inhibition, % at 10.7 µM. 340,000 compounds, 0.15% hits;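 active means mean replicate inhibition of at least 30%, or all replicates individually reaching that 30% level; inactive means mean below 30% and not every replicate reaching it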;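 further: 0% = neutral control wells and 100% = L-leucinethiol positive control wells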
XiGFP reactiv: activators of inactive X chromosome reactivation, primary screen, imaging, XiGFP fibroblasts, GFP high-content imaging, set 2; XiGFP mouse fibroblasts, % GFP-positive cells imaging, 3 d; cells co-treated with 5-aza-dC sensitizer; scaled so ellipticine positive control = 100%; activation, % at 7.58 µM; 360,000 compounds, 0.055% hits; AID 743238, 2013;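 active means mean normalized replicate activation at least 10% and every replicate at or above 10%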;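 further: 0% = median of on-plate neutral control wells and 100% = ellipticine 6 µM median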
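material = 68-5-11 XiGFP fibroblast line | medium = DMEM plus 5-aza-dC sensitizer | schedule = 3 days compound exposure | benchmarks = positive control ellipticine, 6 µM final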
Active calls of the source: *; / = not tested or not shown; & = joins results of further samples.

Codes: A = RAD54 inh; B = E-sel inducer; C = ERp5 block; D = RAD52 anneal inh; E = S100A4 inh HTS; F = esBAF inh; G = ERAP1 HTS inh; H = XiGFP reactiv
O=C(c1cc(F)ccc1F)C1CCCN(Cc2ccc3nonc3c2)C1 (configuration not stated)
  A: /; B: -0.2; C: -12; D: -1; E: -9; F: /; G: 0; H: -0.2
COc1ccc(O)c(CN2CCCC(C(=O)c3sccc3C)C2)c1 (configuration not stated)
  A: 7; B: 1.2; C: 3; D: -15; E: -6; F: /; G: 0; H: 0.0
COc1ccc(-n2nnnc2C(CCSC)N2CCC3(CC2)C(=O)NCN3c2ccccc2)cc1 (configuration not stated)
  A: 0; B: -0.9; C: -6; D: -13; E: 0; F: 0; G: /; H: 0.1
CCOc1cc2c(cc1OCC)-n1cccc1C(c1ccc(F)c(OC)c1)NC2 (configuration not stated)
  A: 10; B: /; C: 6; D: -5; E: -2; F: 15; G: 0; H: 0.1
O[C@@H]1CCCN2CCc3c([nH]c4ccccc34)[C@H]12
  A: 13; B: /; C: -1; D: -36; E: 0; F: 4; G: 1; H: /
CC1C2Cc3ccc(O)cc3[C@]1(C)CCN2CCc1ccccc1 (some centres not stated)
  A: -26; B: /; C: 5; D: -7; E: 3; F: 14; G: -6; H: /
O=C1C2CCN(CC2)C12CC2c1ccc(C(F)(F)F)cc1 (configuration not stated)
  A: /; B: /; C: 1; D: -6; E: -3; F: /; G: 0; H: 0.0
Oc1cc2c(cc1CN1CCN(c3ccccc3F)CC1)OCO2
  A: 11; B: -0.1; C: 2; D: -13; E: 2; F: -8; G: 5; H: 0.1
CC12CCC3C(CCCC4CC(=O)CCC43C)C1CCC2O (configuration not stated)
  A: /; B: -0.2; C: 8; D: -6; E: 11; F: -10; G: 1; H: 0.1
C[C@@H]1CN([C@@H](C)CO)C(=O)CCCn2nncc2CO[C@H]1CN(C)C(=O)Oc1ccc2ccccc2c1
  A: 12&1; B: -0.2&0.8; C: 0&-3; D: -16&14; E: -1&-4; F: 5&0&3; G: 14&2; H: -0.1&-0.6
O=C(Cc1ccccn1)N1CCCCN2[C@H](CO)[C@@H](c3ccc(-c4ccccc4F)cc3)[C@H]2C1
  A: 2; B: 0.0; C: -7; D: -6; E: -4; F: -5; G: 0; H: 0.1
CC1CCCCN1Cc1cccnc1 (configuration not stated)
  A: /; B: 3.7; C: 5; D: -16; E: -9; F: /; G: 0; H: -0.8
Cn1cc(C(=O)NCc2ccccc2)c2ccccc21
  A: 13; B: -1.3; C: 5; D: 6; E: -2; F: 1; G: 1; H: 0.5
O=C(O)c1nn(Cc2ccc(Cl)cc2)c2ccccc12
  A: 0; B: -2.2; C: 2; D: -2; E: 12; F: /; G: -21; H: -0.1
COc1ccc2c(C)c(CC(=O)N3C[C@H]4C[C@@H](C3)c3cccc(=O)n3C4)c(=O)oc2c1
  A: 1; B: /; C: -3; D: 3; E: -1; F: 1; G: 1; H: /

Reprinted at random: 5 compounds from above
Codes: A = RAD54 inh; B = E-sel inducer; C = ERp5 block; D = RAD52 anneal inh; E = S100A4 inh HTS; F = esBAF inh; G = ERAP1 HTS inh; H = XiGFP reactiv
CC1CCCCN1Cc1cccnc1 (configuration not stated)
  A: /; B: 3.7; C: 5; D: -16; E: -9; F: /; G: 0; H: -0.8
O=C1C2CCN(CC2)C12CC2c1ccc(C(F)(F)F)cc1 (configuration not stated)
  A: /; B: /; C: 1; D: -6; E: -3; F: /; G: 0; H: 0.0
O[C@@H]1CCCN2CCc3c([nH]c4ccccc34)[C@H]12
  A: 13; B: /; C: -1; D: -36; E: 0; F: 4; G: 1; H: /
C[C@@H]1CN([C@@H](C)CO)C(=O)CCCn2nncc2CO[C@H]1CN(C)C(=O)Oc1ccc2ccccc2c1
  A: 12&1; B: -0.2&0.8; C: 0&-3; D: -16&14; E: -1&-4; F: 5&0&3; G: 14&2; H: -0.1&-0.6
Cn1cc(C(=O)NCc2ccccc2)c2ccccc21
  A: 13; B: -1.3; C: 5; D: 6; E: -2; F: 1; G: 1; H: 0.5

(next part)
Codes: A = RAD54 inh; B = E-sel inducer; C = ERp5 block; D = RAD52 anneal inh; E = S100A4 inh HTS; F = esBAF inh; G = ERAP1 HTS inh; H = XiGFP reactiv
Nc1ccc(CC2=NCCN2)cc1
  A: /; B: 0.0; C: -2; D: 84*; E: -3; F: 8; G: -1; H: 0.2
Cc1cc(OC(C)C(=O)NCC2CCC(C(=O)O)CC2)c2c3c(c(=O)oc2c1)CCC3 (configuration not stated)
  A: -8; B: /; C: 3; D: 1; E: -3; F: -8; G: 3; H: 0.0
COC1CCCCC1NCCc1ccccc1 (configuration not stated)
  A: /; B: /; C: 3; D: -6; E: -9; F: /; G: 5; H: 0.5
CCOc1cccc(CNC2CN3CCC2CC3)c1 (configuration not stated)
  A: -5; B: /; C: 11; D: -5; E: -1; F: -3; G: 1; H: /
O=P(Oc1ccccc1)(Oc1ccccc1)N1CCOCC1
  A: -6; B: 0.6; C: 0; D: -9; E: 4; F: 3; G: -5; H: 0.0
COc1cc(CC2(CCc3ccncc3)C(=O)N(C)C(=O)N(C)C2=O)cc(OC)c1OC
  A: /; B: /; C: 3; D: -39; E: 3; F: /; G: 0; H: 0.1
O=C(O)[C@@H]1[C@@H](CO)[C@@H]2Cn3c(ccc(-c4cccnc4)c3=O)[C@H]1N2C(=O)Nc1cc(F)ccc1F
  A: -6; B: -0.2; C: -2; D: 1; E: 8; F: -4; G: -1; H: 0.0
CCN(CC)CCOC(=O)C(O)(c1ccccc1)c1ccccc1
  A: 6; B: 0.5; C: -2; D: -4; E: -2; F: -2; G: -6; H: 1.0
CC(C)CCNC(=O)CN1C(=O)CN=C(c2ccccc2)c2ccccc21
  A: -11; B: 3.8; C: 0; D: 0; E: -5; F: -3; G: 1; H: 0.0
Fc1cccc(-c2ccc3c(c2)CN(c2cccc(Cl)c2)Cc2cnnn2-3)c1
  A: 5; B: -0.1; C: -5; D: -12; E: 1; F: -5; G: -2; H: /
Cc1cc(OCc2ccc([N+](=O)[O-])cc2)c2c3c(c(=O)oc2c1)CCCC3
  A: -7; B: -0.6; C: 1; D: 0; E: -2; F: -10; G: 3; H: 0.0
CCCCn1c(O)c(C=NCc2ccc3c(c2)OCO3)c(=O)[nH]c1=O
  A: /; B: /; C: 5; D: -13; E: 2; F: /; G: 0; H: 0.1
CC=Cc1ccc2n(c1=O)C[C@@H]1[C@@H](CO)[C@H](C(=O)OC)[C@H]2N1CC1CCOCC1 (mixture of isomers)
  A: 5; B: -0.7; C: 3; D: -7; E: -1; F: 6; G: 0; H: 0.1
C[C@]12CC[C@H](O)C[C@@H]1CC[C@@H]1[C@@H]2CC[C@]2(C)C(=O)CC[C@@H]12
  A: 5; B: -1.4; C: 4; D: -3; E: 1; F: 1; G: 1; H: 0.0
COc1ccc(N=Cc2c(O)n(CC3CCCO3)c(=O)[nH]c2=O)cc1 (configuration not stated)
  A: /; B: 0.6; C: 10; D: -22; E: 11; F: /; G: 21; H: 0.0

Exported with values under each structure: part of the list above.
Values run as follows: RAD54 inh	E-sel inducer	ERp5 block	RAD52 anneal inh	S100A4 inh HTS	esBAF inh	ERAP1 HTS inh	XiGFP reactiv
Cc1cc(OCc2ccc([N+](=O)[O-])cc2)c2c3c(c(=O)oc2c1)CCCC3
→ -7	-0.6	1	0	-2	-10	3	0.0
Cc1cc(OC(C)C(=O)NCC2CCC(C(=O)O)CC2)c2c3c(c(=O)oc2c1)CCC3 (configuration not stated)
→ -8	/	3	1	-3	-8	3	0.0

Later entries
Codes: A = RAD54 inh; B = E-sel inducer; C = ERp5 block; D = RAD52 anneal inh; E = S100A4 inh HTS; F = esBAF inh; G = ERAP1 HTS inh; H = XiGFP reactiv
CCOC(=O)c1cc2c(cn1)[C@H](CCO)NC2
  A: -10; B: 0.0; C: -2; D: -1; E: 2; F: -10; G: 1; H: -0.1
CN1C(=O)C(=Cc2cn(CC(=O)N3CCCC3)c3ccccc23)C(=O)N(C)C1=O
  A: -12; B: 0.4; C: -1; D: -24; E: 12; F: 0; G: -1; H: 0.0
CC(=NCCc1ccccc1)c1c(O)n(C)c(=O)n(C)c1=O
  A: /; B: /; C: 1; D: -7; E: 0; F: /; G: /; H: 0.0
CCCC#Cc1ccc([C@@H]2[C@@H](CO)N3CCCCN(C(=O)Cc4ccccn4)C[C@H]23)cc1
  A: 1; B: 0.5; C: 1; D: -37; E: -2; F: /; G: 0; H: -0.1
c1ccc(CNCCc2c[nH]c3ccccc23)cc1
  A: -2; B: 0.3; C: 2; D: -35; E: -7; F: -10; G: 3; H: 0.1
CN1CCN(c2nc3ccccc3o2)CC1
  A: 0; B: /; C: 3; D: -10; E: -1; F: 7; G: -5; H: -0.2
CCOC(=O)[C@]12Cc3ccccc3[C@H]1N(C(C)C)C(=O)c1cc(OC)ccc12
  A: /; B: 5.2; C: 0; D: -26; E: -9; F: /; G: /; H: 0.3
O=C(Cc1ccncc1)N1CCCCN2[C@@H](CO)[C@H](c3ccc(-c4ccncc4)cc3)[C@@H]2C1
  A: -17; B: 0.2; C: -1; D: -2; E: 5; F: /; G: -1; H: 0.0
Cc1ccc(S(=O)(=O)c2nc(-c3ccccc3Cl)oc2N(C)C2CCN(C)CC2)cc1
  A: -5; B: 8.2; C: 2; D: -7; E: 3; F: -12; G: 1; H: 0.0
Cc1ccsc1C(=O)C1CCCN(Cc2cccn2-c2ccccn2)C1 (configuration not stated)
  A: -5; B: 7.0; C: -2; D: -9; E: -6; F: -10; G: -2; H: 0.0
COc1cccc(-c2ccc([C@H]3[C@H](CO)N4CCCCN(C(=O)Cc5ccncc5)C[C@@H]34)cc2)c1
  A: -8; B: -0.1; C: 1; D: -57; E: -2; F: /; G: -1; H: 0.0
Cc1ccc(OCCSC2=NN2c2cc(C)nc(N)n2)cc1
  A: /; B: /; C: 5; D: 1; E: -2; F: /; G: 2; H: -1.2
COC(=O)C1=C(c2ccc(F)cc2OCc2ccccc2)C[C@@H]2CC[C@H]1N2C(=O)NCc1cccc(F)c1
  A: 4; B: -0.3; C: -1; D: -19; E: -9; F: 4; G: 3; H: 0.0
COC(=O)C1=C(c2ccc3ccccc3c2)C[C@@H]2CC[C@H]1N2C(=O)N1CCCCC1
  A: 2; B: -0.3; C: 2; D: -15; E: 0; F: -2; G: 5; H: -0.3
O=S1(=O)N(CCN2CC=C(c3c[nH]c4cc(F)ccc34)CC2)c2cccc3c2N1CCC3
  A: -1; B: 1.5; C: 3; D: -1; E: -8; F: -3; G: -6; H: 0.2
CCc1ccc2c(CN3CC=C(c4ccccc4)CC3)cc(=O)oc2c1
  A: /; B: 2.1; C: -2; D: -33; E: 2; F: /; G: -1; H: 0.1
COc1cccc(-c2ccc([C@@H]3[C@@H](CO)N4CCCCN(C(=O)Cc5ccncc5)C[C@@H]34)cc2)c1
  A: -9; B: -0.1; C: -6; D: -61; E: -5; F: /; G: -1; H: 0.0
COC(=O)C1=C(c2ccc(OC)c(OC)c2)C[C@@H]2CC[C@H]1N2C(=O)NCc1cccc2ccccc12
  A: -1; B: -0.2; C: /; D: /; E: /; F: -16; G: /; H: 0.0

These rows are one share of the data. The share of hits here may be higher or lower than overall.
